Screening data deposited in PubChem by several laboratories.
Mot1-301 SUMO: blocks SUMOylation pathway, rescuing yeast Mot1-301 growth; S. cerevisiae Mot1-301 growth rescue, ATP luminescence, 38.5C; percent above DMSO median, 100 means doubled; AID 2716; growth rescue, % at 18.8 µM; hit rate 1% among 320,000;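 active = every valid replicate shows activation above 250% relative to neutral control wells; inactive = the rest, any valid replicate at or below 250%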;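 note: OY570 slx delta 5 strain wells were the positive control but not used for scaling; some compounds called inactive have numbers as strong as hits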
phage Ecoli inh: E. coli growth loss with phage present; growth absorbance; inhibition, % at 11.9 µM; hit rate 0.26% among 360,000; AID 651602; in the data active = inhibition above about 11%
PfHsp90 yeast 2: growth inhibition of yeast expressing Plasmodium Hsp90; S. cerevisiae expressing PfHsp90, BacTiter-Glo ATP, 48 h; yeast lacking PDR1 and PDR3 efflux regulators; inhibition, % at 9.4 µM; hit rate 0.32% among 310,000; AID 504621;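 active = every replicate shows inhibition above about 80%, whatever the replicate mean, limit read from the data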;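 note: 0% = DMSO neutral controls and 100% = 20 µM radicicol positive controls; yeast relying on Plasmodium falciparum Hsp90 in place of its own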
MOR-DOR ag: agonists of human mu-delta opioid receptor heterodimerization; cells, OPRM1-OPRD1 heterodimerization, luminescence; activation, % at 9.3 µM; AID 504326; hit rate 0.3% among 340,000; P35372+P41143; in the data active = activation above about 18%;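 note: 0% = vehicle-treated cells and 100% = reference agonist; values of inactives mirror those of a sister screen read the other way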
AddAB inh: less growth of phage-infected E. coli with AddAB. E. coli expressing H. pylori AddAB, absorbance growth. inhibition, % at 11.9 µM. hit rate 0.29% among 330,000; in the data active = inhibition above about 12%;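 note: 0% = vehicle wells of infected cells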
E coli growth: bacterial growth inhibition, counter-screen for AddAB inhibitors; E. coli V3065 growth, OD600 absorbance, 18 h; hit rate 0.27% among 330,000; inhibition, % at 11.9 µM;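 active = inhibition above the campaign's mean inhibition across all tested compounds plus 3 SD, cut at about 9.9% in these data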;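 note: uninfected addAB+ strain grown without phage in ampicillin broth; 0% = DMSO wells and 100% = ciprofloxacin 0.95 µg/ml wells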
PKA-R1A activ: PKA-R1A complex activation; activation, % at 11.4 µM; hit rate 0.083% among 340,000; PKA-R1A dissociation, Cy5-IP20 fluorescence polarization; scaled: DMSO 0%, 113 µM cGMP 100%;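 active = percent activation above the mean of all tested compounds plus 3 SD, cut at about 19% in these data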;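 note: higher means more PKAc released from R1A so a rise in polarization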
Tat transport: inhibitors of E. coli Tat protein transport; inhibition, % at 10 µM; hit rate 0.036% among 340,000; AID 488895; E. coli MC4100 TorA-mCherry Tat export, fluorescence;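 active = mean replicate inhibition at least 50% and at least half of replicates individually reaching 50%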;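 note: exported cargo escapes ClpAP degradation while cytoplasmic cargo is degraded and loses fluorescence; 0% = median of neutral control wells and 100% = median of NaSCN control wells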
PKA-R2B activ: activators of human PKA-R2B complex; activation, % at 11.4 µM; PKA-R2B holoenzyme dissociation, Cy5-IP20 fluorescence polarization; R2B truncated from residue 108, S112A mutant; 0% DMSO only, 100% 113 µM cGMP; AID 504700; hit rate 0.079% among 340,000;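 active = activation above a cutoff set at the mean over all compounds plus 3 SD, cut at about 18% in these data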;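 note: higher means more holoenzyme dissociation and a rise in polarization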
Target sequence (P31323 whole entry, looked up, other chains not shown, the tested form may be a part): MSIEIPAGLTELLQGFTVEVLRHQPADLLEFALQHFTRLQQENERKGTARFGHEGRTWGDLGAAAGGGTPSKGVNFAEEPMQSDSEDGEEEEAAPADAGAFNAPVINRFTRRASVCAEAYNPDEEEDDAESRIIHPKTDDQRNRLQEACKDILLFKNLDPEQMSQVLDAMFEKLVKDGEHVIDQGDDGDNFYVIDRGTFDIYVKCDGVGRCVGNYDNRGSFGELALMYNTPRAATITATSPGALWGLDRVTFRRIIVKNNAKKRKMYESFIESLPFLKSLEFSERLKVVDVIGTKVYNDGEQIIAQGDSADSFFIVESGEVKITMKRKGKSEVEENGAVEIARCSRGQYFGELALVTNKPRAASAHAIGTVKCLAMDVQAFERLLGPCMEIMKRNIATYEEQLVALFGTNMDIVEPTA
OPRM1-OPRD1 inv: mu-delta opioid heterodimer inverse agonism; cell-based MOR-DOR heterodimer luminescence; inhibition, % at 9.3 µM; hit rate 0.21% among 340,000; in the data active = inhibition above about 22%, passing the limit was not always enough;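 note: 0% = cells with DMSO and 100% = wells without cells with DMSO; values of inactives mirror those of a sister screen read the other way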
HTR5A inv ag: counter-screen for OPRM1-OPRD1 inverse agonists: human HTR5A inverse agonism | P47898 | HTR5A cell line, luminescence | inhibition, % at 9.3 µM | hit rate 0.083% among 340,000; in the data active = inhibition mostly above about 23%, no sharp cut-off; inactive = mostly below about 18%;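 note: 0% = cells with DMSO and 100% = no-cell wells with DMSO; some compounds called inactive have numbers as strong as hits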
Target sequence (P47898 whole entry, looked up): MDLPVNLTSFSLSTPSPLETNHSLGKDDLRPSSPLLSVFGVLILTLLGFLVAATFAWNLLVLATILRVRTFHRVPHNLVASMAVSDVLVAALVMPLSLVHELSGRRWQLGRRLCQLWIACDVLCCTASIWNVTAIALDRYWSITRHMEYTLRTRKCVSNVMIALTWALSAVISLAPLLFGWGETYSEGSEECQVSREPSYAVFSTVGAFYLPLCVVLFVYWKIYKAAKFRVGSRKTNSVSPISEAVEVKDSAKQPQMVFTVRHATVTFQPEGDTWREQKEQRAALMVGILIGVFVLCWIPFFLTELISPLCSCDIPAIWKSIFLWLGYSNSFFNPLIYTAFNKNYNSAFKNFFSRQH
The depositor's hits bear a star; x = no result given.

Compound	OPRM1-OPRD1 inv	MOR-DOR ag	Mot1-301 SUMO	phage Ecoli inh	PKA-R1A activ	PfHsp90 yeast 2	Tat transport	E coli growth	HTR5A inv ag	PKA-R2B activ	AddAB inh
O=C(Nc1nn[nH]n1)c1cc(-c2ccc(Cl)c(Cl)c2Cl)nc2ccccc12	16	-3.1	-13	2.8	-4	28	-3	0.3	-3	3	-0.3
Cc1ccccc1-c1nnc(SCc2ccccc2F)o1	-28	5.3	-3	1.6	-4	x	12	0.9	-23	-8	6.8
CN(C)c1nc(-c2ccccc2)c2cnn(Cc3ccccc3)c2n1	-8	1.3	9	3.9	-20	-11	3	-0.4	26	2	-1.3
COCCn1c(SCC(=O)N2CCCc3ccccc32)nc2c(c1=O)SC(C)C2 (stereo unspecified)	6	-1.0	-8	-1.1	14	-9	4	0.4	-1	14	-1.2
CNC(=S)N(Cc1ccco1)Cc1cc2cc(OC)ccc2[nH]c1=O	8	-1.4	3	1.4	-3	-10	2	1.7	-20	-5	1.0
O=C(C1CC(=O)N(c2ccc3c(c2)OCCO3)C1)N1CCN(S(=O)(=O)c2ccc(F)cc2)CC1 (stereo unspecified)	3	-0.9	x	3.8	9	x	-2	x	3	-12	x
COc1ccc(-n2nc(C(=O)NCC(=O)N3CCN(Cc4ccccc4)CC3)c3ccccc3c2=O)cc1	9	-1.7	14	-0.6	-9	26	-3	-0.1	-32	0	3.6
O=c1[nH]c(/C=C\c2ccc(O)c(Cl)c2)nc(O)c1[N+](=O)[O-]	23	-5.1	-3	1.6	-5	19	-16	-1.0	12	-12	-2.5
COc1cc(Cl)ccc1NC(=O)COc1ccccc1C(=O)N1CCN(c2ccc(O)cc2)CC1	10	-2.1	163	1.8	-3	x	-11	-1.3	-8	-3	2.5
Cc1c(C(=O)Nc2ccc(S(=O)(=O)N3CCOCC3)cc2)cccc1[N+](=O)[O-]	11	-2.4	-17	-1.2	-2	2	-6	0.6	1	3	-2.5
O=S(=O)(Cc1ccccc1)N1CCC(c2nc(-c3cccs3)no2)CC1	-4	0.7	12	x	9	3	2	5.2	-6	7	2.5
CSc1ccc(/C=N/NC(=O)c2ccc(-n3cnnn3)cc2)cc1	9	-2.2	12	-3.0	4	x	5	-0.2	-13	-6	-0.1
N#C/C(=N\Nc1ccc(S(=O)(=O)N2CCCCC2)cc1)C(N)=S	20	-3.8	16	5.6	-1	6	-29	0.5	16	5	4.6
COCCCNC(=O)C1Cc2cc(S(=O)(=O)N3CCCC3)ccc2N1C(C)=O (stereo unspecified)	9	-1.7	-3	2.2	0	13	-4	-0.2	-5	-4	0.7
CCOC(=O)N1CCN(Cc2nc3cc(NC(=O)C(C)C)ccc3n2C)CC1	19	-4.2	-3	1.2	-6	9	3	-3.3	-8	9	-2.4
NNC(=S)NC1CCCCCCCCCCC1	-7	1.4	-10	3.6	-2	-4	0	0.9	-15	5	2.9
Cc1cc(=O)[nH]c(SCC(=O)Nc2cccc3ccccc23)c1C#N	12	-2.3	13	x	0	-6	-12	0.0	-11	-2	3.1
Fc1ccc(C2=Nn3c(Cc4ccccc4F)nnc3SC2)cc1	4	-0.7	9	2.2	0	4	-9	-2.2	7	-5	1.2
Nc1ccc(CN2CCOCC2)cc1	4	-0.8	49	4.5	-4	-17	-2	0.8	14	4	-1.2
CC1CC1C(=O)OCC(=O)N(C)c1c(N)n(Cc2ccccc2)c(=O)[nH]c1=O (stereo unspecified)	9	-1.7	-4	0.1	-2	37	-6	2.2	13	-2	1.6
CN(CC(=O)Nc1c(Cl)cccc1Cl)C(=O)c1cccn1C	16	-2.9	1	0.9	-9	-4	14	2.1	6	-3	0.4
Cn1c(SCC(=O)N/N=C/c2ccc(O)c(O)c2)nc2ccccc21	-12	2.4	11	2.2	-7	4	-2	-2.1	12	7	-2.0
COc1ccc(-c2cccc(C3CC=CC4C3C(=O)N(Cc3ccccc3)C4c3ccc(C(F)(F)F)cc3)c2)cc1 (stereo unspecified)	4	-0.7	100	4.6	3	-6	-9	1.4	11	-5	1.7
CCOC(=O)C1(C(=O)O)NC(=O)CC1c1ccccc1 (stereo unspecified)	4	-0.6	-4	-0.7	11	18	-3	-3.5	-12	-8	-0.4
COc1ccccc1OCC(=O)NCCSCc1cccc(Cl)c1	-15	2.7	-9	2.4	0	18	19	-2.2	-8	-8	6.4
Cc1ccc(NC(=O)c2cc(N3C(=O)C4CCCCC4C3=O)ccc2N2CCOCC2)cc1 (stereo unspecified)	13	-2.5	206	-0.5	-17	-12	-5	1.5	-19	-7	1.4
COc1ccc(NC(=O)CN(C)C(=O)c2cn(-c3ccccc3)nc2-c2ccc(OC)cc2)cc1	10	-2.4	2	0.7	10	4	4	-1.6	-8	1	0.5
C=CC[C@@H](CC(=O)N[C@H](CO)Cc1ccccc1)C(=O)N[C@H](COC(=O)[C@@H](CC=C)CC(=O)OC(C)(C)C)Cc1ccccc1	-12	2.1	-4	-1.4	2	12	20	0.0	-12	8	-0.4
COc1ccc(NC(=O)COC(=O)c2n[nH]c3ccccc23)c(OC)c1	16	-4.2	2	2.2	-4	-8	3	-1.1	5	5	-2.0
COc1ccc(N2CCN(C(=S)NCCc3ccccc3)CC2)cc1	0	0.0	61	2.4	-2	-20	-1	0.5	11	-15	2.3
COc1ccc(N2CCN(C(=O)c3ccc(C)c(NC(=O)c4ccco4)c3)CC2)cc1	5	-1.0	7	0.1	2	-14	1	0.4	4	8	0.6
COc1cccc(CNC(=O)c2nnn(-c3ccc(OC(F)(F)F)cc3)c2N)c1	-1	0.3	-1	2.8	2	-17	2	0.5	-5	-10	3.4
COC(=O)C(C(=O)NCC1CCCO1)C1CCCCCC1 (stereo unspecified)	1	-0.2	3	1.3	10	-4	0	0.7	-24	-2	3.8
CC(C)(C)c1cc(NC(=O)CCSc2nnc3ccccn23)cc(C(C)(C)C)c1	-3	0.6	-13	0.9	-12	-24	-5	-2.4	-2	-7	-0.2
N/C(=N\OC(=O)N1CCOCC1)c1ccccc1	-10	1.8	3	0.7	-8	24	-5	1.6	7	11	2.3
COc1cccc(-c2cnc(OC(C)(C)C)nc2OC(C)(C)C)c1	-9	1.6	10	2.0	3	x	-14	-0.9	-63	-9	1.6
NS(=O)(=O)c1ccc(NC(=O)c2ccc3c(c2)CCCC3)cc1	6	-1.2	21	1.8	-10	-3	-2	2.2	6	-9	6.6
CC(=O)Nc1ccc(C23CC4CC(CC(C4)C2)C3)cc1	-3	0.6	17	2.4	-3	-6	1	-2.1	6	-6	1.0
N=c1c2c(-c3ccccc3)c(-c3ccccc3)oc2ncn1CCCN1CCOCC1	3	-0.5	298	0.6	-16	-5	4	-1.4	-13	-1	-1.8
COCCn1c(=O)[nH]c2cc(C(=O)N3CCN(c4ccccc4)CC3)ccc2c1=O	3	-0.5	-11	x	0	6	-1	-0.9	5	13	2.3
Cc1cc(NC(=O)Nc2ccc(Cl)cc2)n(C)n1	1	-0.3	6	0.2	5	3	-3	0.6	0	2	-1.5
COc1ccc(-c2nn(-c3ccccc3)cc2CNC(=O)c2cccc([N+](=O)[O-])c2)cc1	3	-0.6	-1	2.9	-6	8	-4	-1.5	12	-5	2.4
CS(=O)(=O)N(CC(=O)NCCSCc1ccco1)c1ccc2c(c1)OCO2	5	-0.9	-10	3.7	-9	21	2	-0.3	9	-9	2.0
CC(=O)Nc1ccc(S(=O)(=O)N2CCc3cc4c(cc3C2C)OCCCO4)cc1 (stereo unspecified)	3	-0.7	58	1.8	21*	13	-3	-1.9	22	13	1.2
CC1CCCC(C)N1C(=O)CSCc1ccc(Cl)cc1 (stereo unspecified)	-9	1.8	-31	4.5	-4	x	4	0.7	10	4	2.9
COc1ccc(C2CCCN2C(=S)Nc2cccc(C)c2)cc1OC (stereo unspecified)	13	-2.5	x	2.4	5	-8	-2	1.0	-39	-4	4.1
CC(C)C(=O)Nc1c(-c2cccc(Cl)c2)c(=O)c2ccccc2n1C	16	-3.1	20	-0.3	-7	4	-7	0.2	3	-3	4.8
O=c1c(CN2CCN(Cc3ccccc3F)C(CCO)C2)coc2ccccc12 (stereo unspecified)	8	-1.6	-5	-1.0	-13	12	-7	0.2	-4	5	3.4
Cc1ccc(-c2c(C(=O)N/N=C/c3sccc3C)nnn2-c2nonc2N)cc1	6	-1.2	41	4.0	-1	-9	4	-1.9	6	-5	5.9
Cc1cc(N2CCN(S(=O)(=O)c3ccc(Br)cc3)CC2)n2ncnc2n1	5	-1.0	28	0.9	-4	x	2	0.5	12	12	0.6
CCOC(=O)n1c(=O)n(Cc2ccc(F)cc2)c2ccccc21	1	-0.2	-7	3.5	0	-16	4	1.3	-2	7	2.9
Cc1ccc(-n2c(=O)[nH]c3c(C(N)=O)nc(-c4ccc(C)o4)nc32)cc1	-18	3.3	-5	1.0	-1	13	-8	1.7	-41	2	2.2
COc1ccc(-c2noc(Cn3cc(S(=O)(=O)N4CCCC4)ccc3=O)n2)cc1	0	0.1	-17	-0.1	3	13	-3	-1.2	3	1	1.7
COCCNc1nnc(SCC(=O)NNC(=O)c2ccccc2)s1	4	-0.8	x	3.7	2	-18	-5	1.9	18	2	1.7

5 structures from above, arranged by number of heavy atoms, smallest number first.
Compound	OPRM1-OPRD1 inv	MOR-DOR ag	Mot1-301 SUMO	phage Ecoli inh	PKA-R1A activ	PfHsp90 yeast 2	Tat transport	E coli growth	HTR5A inv ag	PKA-R2B activ	AddAB inh
COCCNc1nnc(SCC(=O)NNC(=O)c2ccccc2)s1	4	-0.8	x	3.7	2	-18	-5	1.9	18	2	1.7
COc1ccc(C2CCCN2C(=S)Nc2cccc(C)c2)cc1OC (stereo unspecified)	13	-2.5	x	2.4	5	-8	-2	1.0	-39	-4	4.1
CS(=O)(=O)N(CC(=O)NCCSCc1ccco1)c1ccc2c(c1)OCO2	5	-0.9	-10	3.7	-9	21	2	-0.3	9	-9	2.0
COc1ccc(-c2noc(Cn3cc(S(=O)(=O)N4CCCC4)ccc3=O)n2)cc1	0	0.1	-17	-0.1	3	13	-3	-1.2	3	1	1.7
COc1ccc(-c2nn(-c3ccccc3)cc2CNC(=O)c2cccc([N+](=O)[O-])c2)cc1	3	-0.6	-1	2.9	-6	8	-4	-1.5	12	-5	2.4

In a second layout: entries from further up
Each structure is followed by: OPRM1-OPRD1 inv | MOR-DOR ag | Mot1-301 SUMO | phage Ecoli inh | PKA-R1A activ | PfHsp90 yeast 2 | Tat transport | E coli growth | HTR5A inv ag | PKA-R2B activ | AddAB inh
O=c1c(CN2CCN(Cc3ccccc3F)C(CCO)C2)coc2ccccc12 (stereo unspecified)
→ 8 | -1.6 | -5 | -1.0 | -13 | 12 | -7 | 0.2 | -4 | 5 | 3.4
Cc1ccc(-c2c(C(=O)N/N=C/c3sccc3C)nnn2-c2nonc2N)cc1
→ 6 | -1.2 | 41 | 4.0 | -1 | -9 | 4 | -1.9 | 6 | -5 | 5.9
